Screens as filed in PubChem BioAssay.
RNase H inhibition: RNase H inhibition, HIV 1 Gag Pol polyprotein, FRET biochemical assay, screening (AID 372); HIV-1 RT RNase H, FRET RNA/DNA substrate fluorescence; higher % means a stronger effect; inhibition, % at 10 µM, or IC50 in µM where a hit was titrated; hit rate 0.77% among 100,000; in the data active means inhibition above about 50%
* marks the source's active call; other numbers are inactive results. These rows are one share of the data; rates above refer to the full screens.

Molecule	RNase H inhibition
N#Cc1c(N)[nH]c(=S)c(C#N)c1-c1cccc([N+](=O)[O-])c1	19%
CC1=NN(c2ccccc2)C(=O)C1C(=O)c1ccc(F)cc1 (stereo unspecified)	9%
COc1cccc(-c2nc(SCN3C(=O)c4ccccc4C3=O)[nH]c(=O)c2C#N)c1	26%
CCOc1cccc(=O)c2c(C)n(-c3ccc(C)c(C)c3)c(C)c12	16%
CCc1ccc(NC(=O)COc2cc(C)c(Cl)c(C)c2)cc1	0%
COc1cc2ccccc2cc1C(=O)NC(=S)Nc1ccc([N+](=O)[O-])cc1	38%
CN1C(=O)/C(=C\c2cc(Cl)ccc2O)SC1=S	12%
CC1=C(C(=O)Nc2cccc(Cl)c2)C(c2ccc([N+](=O)[O-])cc2)NC(=O)N1 (stereo unspecified)	4%
COc1ccc(/C=N/Nc2ccc(C(F)(F)F)cn2)cc1	3%
CCC(C)NC(=O)CN(c1ccc(C)cc1)S(=O)(=O)c1ccc(F)cc1 (stereo unspecified)	13%
Cc1cccc(N2C(=O)NC(=O)/C(=C/c3cc(Cl)c(O)c(Cl)c3)C2=O)c1	24%
CCOc1ccc(/C=C2/C(=O)NC(=O)N(c3cc(OC)ccc3OC)C2=O)cc1	2%
Cc1cccc(N2C(=O)C(Cl)=C(Cl)C2=O)c1C	4%
CCc1ccc(S(=O)(=O)N2CCN(c3ccccc3OC)CC2)cc1	8%
CC1=NN(C(N)=S)C(O)(c2ccccc2)C1 (stereo unspecified)	2%
Cc1c(NC(=O)/C=C/c2cn(-c3ccccc3)nc2-c2ccc(F)cc2)c(=O)n(-c2ccccc2)n1C	8%
COc1cc(OC)c(CN2CCC(Cc3ccccc3)CC2)cc1Br	6%
Cc1ccnc(NS(=O)(=O)c2ccc(NC(=O)c3ccccc3)cc2)n1	4%
COc1ccccc1N1CCN(C(=O)COc2ccc(Br)cc2)CC1	24%
O=C1CC(N2CCCC2)C(=O)N1c1ccc(F)cc1 (stereo unspecified)	6%
COC(=O)/C=C/c1ccc(OC(=O)c2ccncc2)cc1	10%
C[n+]1ccccc1/C=C\c1ccccc1O	3%
O=C1S/C(=C/c2cc([N+](=O)[O-])ccc2O)C(=O)N1c1ccccc1	36%
COc1ccccc1CC(=O)Nc1cccc([N+](=O)[O-])c1	1%
O=C(NC(=S)Nc1ccc(Cl)c([N+](=O)[O-])c1)c1cccc(Br)c1	27%
Oc1ccc(Br)cc1/C=N/N=C1c2ccccc2-c2ccccc21	6%
CCC(=O)N1c2ccccc2NC2=C(C(=O)CC(c3cc(OC)c(OC)c(OC)c3)C2)C1c1ccc(OC)c(OC)c1 (stereo unspecified)	14%
CN1CCN(C(=O)c2cc(-c3ccccc3)nc3ccccc23)CC1	2%
COc1ccc2nc(NC(=O)c3ccccc3[N+](=O)[O-])sc2c1	8%
COc1cc(C=C2C(=O)NC(=S)NC2=O)c(Cl)cc1O	2%
CCOc1ccc(-n2nc3ccc(NC(=O)/C=C/c4ccco4)cc3n2)cc1	23%
CCC(C(=O)Nc1ccccc1Cl)c1ccccc1 (stereo unspecified)	0%
O=C1CC(Nc2ccc(F)cc2)C(=O)N1c1ccccc1C(F)(F)F (stereo unspecified)	2%
COc1ccc(-n2c(SC(C)C)nc3c(c2=O)C2(CCCC2)Cc2ccccc2-3)cc1	2%
NC(=O)c1cc2n(n1)C(C(F)(F)F)CC(c1ccco1)N2 (stereo unspecified)	0%
COc1ccccc1NC(=O)COc1ccc(C=C2C(=O)NC(=O)NC2=O)cc1	3%
O=C1C2C3c4ccccc4C(CO)(c4ccccc43)C2C(=O)N1c1ccc(Cl)c(Cl)c1 (stereo unspecified)	22%
Cc1cc(Cl)ccc1OC(=O)c1ccc(Br)cc1	34%
Cc1cc(-c2ccc(NC(=O)c3cccnc3)c(C)c2)ccc1NC(=O)c1cccnc1	1%
O=C1/C(=C\c2cccc(O)c2)SC(=S)N1c1cccc(C(F)(F)F)c1	40%

Three records drawn at random from the list so far, as already listed:
Molecule	RNase H inhibition
Cc1cc(-c2ccc(NC(=O)c3cccnc3)c(C)c2)ccc1NC(=O)c1cccnc1	1%
O=C1CC(Nc2ccc(F)cc2)C(=O)N1c1ccccc1C(F)(F)F (stereo unspecified)	2%
O=C(NC(=S)Nc1ccc(Cl)c([N+](=O)[O-])c1)c1cccc(Br)c1	27%

Next section:
Molecule	RNase H inhibition
Cc1ccccc1NC(=O)/C(C#N)=C\c1ccc(-c2cc([N+](=O)[O-])ccc2C)o1	0%
COC(=O)C1=C(C)NC(C)=C(C(=O)OC)C1c1ccc(C)o1	6%
COC(=O)C1=C(C)NC2=C(C(=O)CCC2)C1c1cccc([N+](=O)[O-])c1 (stereo unspecified)	15%
CCOC(=O)c1ccc(N2NC(=O)/C(=C/c3cc(Br)ccc3O)C2=O)cc1	30%
COc1cc(/C=c2\sc3nc4c(C)cc(C)cc4n3c2=O)cc(Br)c1O	13%
COc1cc(C(=O)Nc2ccc(S(=O)(=O)Nc3ncccn3)cc2)cc(OC)c1OC	0%
O=C1c2ccc3c4c(ccc(c24)C(=O)N1CCc1ccc(Cl)cc1)CC3	0%
CCOC(=O)/C=C(\C)CC/C=C(/C)CC	12%
CCOC(=O)C1=C(C)N=c2s/c(=C\c3ccc(O)c(OC)c3)c(=O)n2C1c1cc(OC)ccc1OC (stereo unspecified)	0%
O=C(/C=C/c1ccccc1Cl)Nc1ccc(I)cc1	1%
C=CCSc1nc2sc3c(c2c(=O)[nH]1)CCC3	12%
COc1ccccc1NC1=C(Cl)C(=O)N(c2cc(Cl)ccc2OC)C1=O	16%
CCc1ccccc1NC(=O)C1(c2ccccc2)CC1(Cl)Cl (stereo unspecified)	5%
COc1ccc(C2=NN(c3nc(-c4ccc(S(=O)(=O)N5CCCCC5)cc4)cs3)C(c3ccc(Cl)cc3Cl)C2)cc1F (stereo unspecified)	6%
COc1ccc(C)cc1NC(=O)c1c(C)c(C)c(C)c(C)c1C	5%
Cc1cc(C2(c3ccc(O)c(C)c3)C(=O)N(C)c3ccc(Br)cc32)ccc1O	6%
CC(=O)Oc1ccc2c(=O)c(-c3ccccc3Cl)coc2c1	9%
c1ccc(NNc2nc3ccccc3s2)cc1	29%
Cc1cc2c(cc1C)NC(c1coc3ccccc3c1=O)C1=C(CC(C)(C)CC1=O)N2 (stereo unspecified)	10%
CC1=CCC(CN(CCCN(C)C)CC2CC=C(C)CC2)CC1 (stereo unspecified)	23%
O=C1CC(Sc2nnc(-c3ccccc3)o2)C(=O)N1c1ccccc1 (stereo unspecified)	13%
O=C(N/N=C/c1ccc(-c2cccc(Cl)c2Cl)o1)c1ccncc1	12%
O=C(CCCN1C(=O)c2cccc3cccc(c23)C1=O)Nc1nc2ccccc2s1	0%
CCOC(=O)c1c(NC(=S)Nc2ccc(OC)cc2)sc2c1CCCCC2	11%
O=C(O)c1cc(N2C(=O)C3C4c5ccccc5C(c5ccccc54)C3C2=O)ccc1N1CCOCC1 (stereo unspecified)	8%
Cc1cccc(N=C2NC(=O)/C(=C\c3ccc(Br)cc3)S2)c1C	8%
C/C(=N\Nc1nc(C)cc(-c2ccccc2)n1)c1ccc(I)cc1	15%
CCOc1cc(/C=C2\N=C(c3ccc(Cl)c([N+](=O)[O-])c3)OC2=O)cc(Cl)c1OCC	14%
COc1ccc(NC(=O)CC(c2ccccc2)c2ccccc2)cc1	1%
COc1cc(-c2cc(C(F)(F)F)n3ncc(C(=O)NCc4cccnc4)c3n2)cc(OC)c1OC	0%
CCOC(=O)c1c(-n2c(C)cc(/C=C(\C#N)C(=O)NCC3CCCO3)c2C)sc2c1CCCC2 (stereo unspecified)	21%
Cc1ccc(N2C(=O)c3cccc4c(C(=O)O)ccc(c34)C2=O)cc1	6%
COc1ccc(NC(=O)/C(C#N)=C/c2ccc(-c3ccc([N+](=O)[O-])cc3OC)o2)cc1	11%
COc1ccc(CSCC(=O)N/N=C(\C)c2ccc(OC)c(Br)c2)cc1	28%
COc1ccc2nc(C)c3c(c2c1)OC(C)C3 (stereo unspecified)	0%
Cc1cc(/C=C2/SC(=O)NC2=O)c(C)n1-c1cccnc1	7%
O=P(O)(CN1CCOCC1)CN1CCOCC1	3%
CC(C)COc1ccc(C(=O)N2CCCCCC2)cc1	11%
Cc1ccsc1/C=c1\sc2nc3ccccc3n2c1=O	13%
COc1ccccc1OCC(=O)Nc1ccc(C(=O)O)cc1	4%
CC(C)c1ccc(NC(=O)C2COc3ccccc3O2)cc1 (stereo unspecified)	10%
O=C(O)c1ccc2c(c1)C(=O)N(C1CCCCC1)C2=O	1%
Cc1n[nH]c(C)c1CCC(=O)N/N=C/c1ccc(O)cc1	5%
Cc1cccc(C)c1OCc1nnc(NC(=O)Nc2ccc(Cl)c(Cl)c2)s1	43%
COP(=O)(OC)C1(Nc2ccc(S(N)(=O)=O)cc2)C(=O)Nc2ccccc21 (stereo unspecified)	8%
O=C1NC(=S)S/C1=C/c1cc(I)c(O)c(I)c1	0%
CSc1ccc(Cl)c(C(=O)NCC(C)c2ccccc2)c1 (stereo unspecified)	1%
Cc1c(NC(=S)Nc2cccc(O)c2)c(=O)n(-c2ccccc2)n1C	4%
COc1cc(C=O)ccc1OCCOCCOc1ccc(C)cc1C(C)(C)C	33%
CCOc1ccc(/C=C2/SC(=O)N(CNc3ccc(Br)cc3)C2=O)cc1	5%
COc1ccc(C2=NN(c3nc(-c4ccc(F)cc4)cs3)C(c3ccc(OC)cc3)C2)cc1 (stereo unspecified)	16%
O=C(NC(=S)Nc1cc(C(F)(F)F)ccc1Cl)c1ccccc1I	18%
CS(=O)(=O)N(CC(=O)O)c1ccccc1Br	0%
C=CCNC(=O)CN(c1ccc(OC)c(Cl)c1)S(C)(=O)=O	0%
C#Cc1cccc(NC(=O)c2cc(C(=O)Nc3cccc(C#C)c3)cc(N3C(=O)c4ccccc4C3=O)c2)c1	16%
CCCNC(=S)Nc1c(C)n(C)n(-c2ccccc2)c1=O	5%
O=C(Nc1ccc(-c2cc3ccccc3oc2=O)cc1)c1cccc(F)c1	58%*
CCOC(=O)CNC(=O)C(CC)CC	7%
COc1cccc(C2C(C(=O)Nc3ccccc3)=C(C)N=c3s/c(=C\c4ccc5c(c4)OCO5)c(=O)n32)c1 (stereo unspecified)	3%
CC(=O)N1c2ccc3ccccc3c2C2C=CCC2C1c1ccc(F)cc1 (stereo unspecified)	18%

More structures follow.
Molecule	RNase H inhibition
CCOCCOC(=O)c1ccc(NC(=O)/C=C/c2ccc(OC)cc2)cc1	13%
O=c1/c(=C/c2ccc(OCCOc3ccc(Br)cc3)cc2)sc2nc3ccccc3n12	5%
COc1cc(/C=C2\SC(N)=NC2=O)cc(Br)c1OCc1cccc2ccccc12	30%
CCn1c(SCC(=O)O)nnc1-c1ccc(OC)cc1	6%
CN(C)CCP(=O)(c1ccccc1)c1ccccc1	0%
COc1cc(OC)c(C2Nc3ccccc3NC3=C2C(=O)CC(C)(C)C3)cc1OC (stereo unspecified)	5%
CCOC(=O)C1=C(C)N=c2s/c(=C/c3ccc(-c4ccc(C)cc4[N+](=O)[O-])o3)c(=O)n2C1c1ccccc1OC (stereo unspecified)	17%
NC(=O)C1CCN(C(=O)COc2ccccc2Cl)CC1	12%
COc1ccc(CN2CCOCC2)c(O)c1	4%
CCN(CC)c1ccc(/C=C2\SC(=S)N(Cc3ccco3)C2=O)cc1	27%
CCn1c(C)nc2cc(S(=O)(=O)N3CCCC3)ccc21	3%
Cc1cccc(N2C(=O)Cn3c2nc2c3c(=O)n(C)c(=O)n2C)c1	10%
N#CCCN(/N=C/c1ccccc1)C1=NS(=O)(=O)c2ccccc21	23%
Cc1ccc(-c2nc(-c3cccnc3)no2)cc1	31%
Cc1cccc(NS(=O)(=O)c2ccc(N=Cc3c(O)n(-c4ccccc4)c(=O)[nH]c3=O)cc2)c1	16%
CCOC(=O)C1=C(C)N=c2s/c(=C\c3ccc(Cl)cc3)c(=O)n2C1c1ccc(SC)cc1 (stereo unspecified)	8%
Cc1ccc(N=Cc2ccc(OCc3ccccc3)cc2)cc1C	0%
COc1ccc(OCC(O)Cn2ccnc2C)cc1 (stereo unspecified)	14%
COc1ccc(C(=O)Nc2cc(Cl)ccc2Cl)cc1NC(=O)c1cccc(C)c1	16%
COc1cc(NC(=O)c2ccc(Cl)cc2)c(Cl)cc1NC(=O)c1cccc(C)c1	15%
COc1c(Cl)cc(Cl)cc1C1NC(=S)NC(C)=C1C(=O)Nc1ccccc1 (stereo unspecified)	9%
O=C1CC(c2ccccc2)c2c(ccc3ccccc23)N1 (stereo unspecified)	14%
COc1cccc(Nc2c([N+](=O)[O-])c(=O)n(-c3ccccc3)c3ccccc23)c1	15%
O=C(N/N=C/c1cc(Cl)ccc1OCc1c(F)cccc1Cl)c1cccnc1	27%
CCCOC(=O)C1=C(C)NC2=C(C(=O)CC(c3ccc(Cl)cc3)C2)C1c1cccc(O)c1 (stereo unspecified)	15%

Some of these compounds in order of count of non-hydrogen atoms, descending:
Molecule	RNase H inhibition
COc1cc(NC(=O)c2ccc(Cl)cc2)c(Cl)cc1NC(=O)c1cccc(C)c1	15%
O=C(N/N=C/c1cc(Cl)ccc1OCc1c(F)cccc1Cl)c1cccnc1	27%
O=C1CC(c2ccccc2)c2c(ccc3ccccc23)N1 (stereo unspecified)	14%

Gathered by group, those above containing an NH in an aromatic ring (5)
Molecule	RNase H inhibition
N#Cc1c(N)[nH]c(=S)c(C#N)c1-c1cccc([N+](=O)[O-])c1	19%
COc1cccc(-c2nc(SCN3C(=O)c4ccccc4C3=O)[nH]c(=O)c2C#N)c1	26%
C=CCSc1nc2sc3c(c2c(=O)[nH]1)CCC3	12%
Cc1n[nH]c(C)c1CCC(=O)N/N=C/c1ccc(O)cc1	5%
Cc1cccc(NS(=O)(=O)c2ccc(N=Cc3c(O)n(-c4ccccc4)c(=O)[nH]c3=O)cc2)c1	16%
